High-throughput results (PubChem BioAssay)
RmlCD inh 1536 – M. tuberculosis RmlC/RmlD inhibition | P9WH09+P9WH11 | RmlC+RmlD coupled enzyme assay, percent inhibition; primary screen in compound mixtures | inhibition, % at 3.6 µM | 160,000 tested, 0.03% active | AID 1533; in the data active means inhibition mostly above about 34%, no sharp cut-off; further: some results filed as inactive read as strong as hits
Target sequence (P9WH09 whole entry, looked up): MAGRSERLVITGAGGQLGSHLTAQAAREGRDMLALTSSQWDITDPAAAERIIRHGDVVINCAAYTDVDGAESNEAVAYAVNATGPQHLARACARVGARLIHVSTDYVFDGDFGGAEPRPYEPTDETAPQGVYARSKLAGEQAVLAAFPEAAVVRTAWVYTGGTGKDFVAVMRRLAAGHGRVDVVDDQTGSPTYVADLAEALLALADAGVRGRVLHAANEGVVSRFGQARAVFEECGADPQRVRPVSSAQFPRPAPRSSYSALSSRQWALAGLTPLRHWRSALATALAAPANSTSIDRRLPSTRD
Target sequence (P9WH11 whole entry, looked up): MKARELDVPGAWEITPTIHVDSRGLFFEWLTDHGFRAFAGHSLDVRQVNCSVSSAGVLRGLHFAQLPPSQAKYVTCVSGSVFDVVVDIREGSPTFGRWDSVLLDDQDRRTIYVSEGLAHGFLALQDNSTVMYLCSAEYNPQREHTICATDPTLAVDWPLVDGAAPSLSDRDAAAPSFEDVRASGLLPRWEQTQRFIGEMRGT
M. tuberculosis GlmU – inhibition of mycobacterial GlmU enzyme – biochemical, glucosamine-1-phosphate acetyltransferase (AID 1376). 220,000 tested, 0.25% active. M. tuberculosis GlmU acetyltransferase enzyme assay; higher % means a stronger effect. inhibition, %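 (tested at 30 µM in the primary screen)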; hits with a dose series show IC50 in µM; in the data active means inhibition above about 13%;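 further: 0% = complete reaction with vehicle and 100% = reaction without substrate; strong numbers were not always called active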
The depositor's hits bear a star; x = no result given.

The opening five records, to show the layout:
Molecule	M. tuberculosis GlmU	RmlCD inh 1536
NC(=O)COC(=O)[C@@H]1CC(O)CN1S(=O)(=O)c1ccc2c(c1)OCCO2 (some centres undefined)	-3.0%	15.1
CC1CCCC(NC(=O)CCC(=O)c2ccc(F)cc2)C1C (centres undefined)	x	-5.9
CCCCCCC(=O)c1c(C)[nH]c(C(=O)OCC)c1C	-3.8%	6.8
O=C(CCSc1ccc(Cl)cc1)c1cccs1	2.6%	x
Cc1cccc2c1c1ccc3c(c1n2C)C(=O)C=CC3=O	-2.6%	x

Main list, repeating the preview:
Molecule	M. tuberculosis GlmU	RmlCD inh 1536
NC(=O)COC(=O)[C@@H]1CC(O)CN1S(=O)(=O)c1ccc2c(c1)OCCO2 (some centres undefined)	-3.0%	15.1
CC1CCCC(NC(=O)CCC(=O)c2ccc(F)cc2)C1C (centres undefined)	x	-5.9
CCCCCCC(=O)c1c(C)[nH]c(C(=O)OCC)c1C	-3.8%	6.8
O=C(CCSc1ccc(Cl)cc1)c1cccs1	2.6%	x
Cc1cccc2c1c1ccc3c(c1n2C)C(=O)C=CC3=O	-2.6%	x
CCOc1ccc(C2C(C(=O)c3ccco3)=C(O)C(=O)N2Cc2cccnc2)cc1 (centres undefined)	-1.6%	9.4
CCN1C=C(Cc2ccc(OC)cc2)C2=C(C1)C(c1ccc(OC)cc1)C(C#N)=C(N)O2 (centres undefined)	x	-4.6
COc1ccc(OC)c(/C=N/c2c(-c3ccc(O)c(OC)c3)nc3ccccn23)c1	-4.1%	14.9
COc1ccc(C2NC(=O)c3sc4nc(C)c(C(C)=O)c(-c5ccc(Cl)cc5)c4c3N2)cc1 (centres undefined)	-5.1%	9.1
CCCCOc1ccc(NC2=NC3(CCCCC3)N=C(N)N2)cc1	-13.7%	x
C=CCNS(=O)(=O)c1ccc2c(c1)n(C)c(=O)n2C	2.7%	1.3
Cc1cc2nc3c(=O)[nH]c(=O)[nH]c3nc2c([N+](=O)[O-])c1N	2.3%	9.5
O=S(=O)(c1ccc(F)cc1)N1CCCC1c1cccnc1 (centres undefined)	-5.8%	1.9
COC(=O)c1ccccc1NC(=O)CC#N	4.5%	-0.5
Cc1cccc(NS(=O)(=O)c2cc(C(=O)OCC(=O)Nc3cc(C)on3)ccc2C)c1	2.2%	2.6
NC(=O)C(CCC(=O)c1ccc(Br)cc1)S(=O)(=O)c1ccccc1 (centres undefined)	-1.9%	7.0
CC(C)(C)C1CCC(OC(=O)C[N+]2(C)CCCCC2)CC1 (centres undefined)	-0.4%	2.0
CC(=O)C1=C(C)OC(N)=C(C#N)C1c1ccncc1 (centres undefined)	-0.3%	-3.0
O=C(CSc1nc2c(cnn2-c2ccccc2)c(=O)[nH]1)NC1CCS(=O)(=O)C1 (centres undefined)	1.5%	-4.9
COC(=O)c1nonc1NCn1nnc2ccccc21	7.5%	-8.1
N#CC1=C(N)N(c2ccccc2)C2=C(C(=O)CCC2)C1c1ccsc1 (centres undefined)	1.4%	13.0
O=c1c([N+](=O)[O-])c(N2CCOCC2)c2ccccc2n1Cc1ccccc1	-4.7%	10.2
Cc1nc(-c2ccc(O)c(O)c2)cs1	1.1%	11.5
CCCCCC1CC(CC(=O)O)C(=O)O1 (centres undefined)	7.4%	-3.6
Cc1ccc(CC(=O)Nc2ccncc2)cc1	-0.9%	9.0
O=C(CCn1c(=O)oc2ccccc21)N1CCc2ccccc21	-5.0%	-61.7
Cc1ccc(C2NC(=S)NC3=C2C(=O)CC(C)(C)C3)cc1 (centres undefined)	3.4%	7.6
COc1ccc(C)cc1N(CC(=O)Nc1cccnc1)S(=O)(=O)c1ccc(C)cc1	-5.0%	4.7
COc1ccc2[nH]cc(CCn3ccc(O)c(C/C=C/c4ccccc4)c3=O)c2c1	-4.8%	0.5
CN1C(=O)C2CN(CCc3ccccc3)CNC2N(C)C1=O (centres undefined)	-0.9%	-9.7
COc1cc2oc3ccccc3c2cc1N(CC(=O)N1CCCCC1)S(=O)(=O)c1ccc(C)cc1	-1.6%	8.0
COc1ccc(OC)c(S(=O)(=O)Nc2cccc(F)c2)c1	4.6%	12.7
COc1ccccc1CC(=O)NCCc1ccc(S(N)(=O)=O)cc1	-2.9%	x
CC(=O)Nc1ccccc1C(F)(F)F	-0.7%	2.8
O=C(O)CCN1C(=O)c2ccc(NC(=O)CSCc3ccccc3)cc2C1=O	-1.9%	-1.3
O=C(CC(=O)Nc1ccccn1)Nc1ccccn1	5.9%	-7.8
CCC(=O)Nc1ccc(NC(=O)c2cc3ccccc3o2)cc1	7.0%	x
CCCS(=O)(=O)N1CCC(C(=O)NCCCN2CCC(Cc3ccccc3)CC2)CC1	-6.0%	4.8
Cc1ccc(C)c(NC(=S)N(CCc2nc3cc(C)c(C)cc3[nH]2)Cc2cccnc2)c1	-8.0%	x
COc1ccc(N2CS(=O)CC2=O)cc1 (centres undefined)	-3.9%	11.3
CS(=O)(=O)N1CCN(c2nnc(-c3ccccc3)c3ccccc23)CC1	2.4%	-4.0
CN1CCN(C(=S)NC(=O)c2ccco2)CC1	-2.6%	-8.6
O=C(CC1Sc2ccccc2NC1=O)NCc1ccc(Cl)cc1 (centres undefined)	-6.3%	-7.4
CC(=O)Nc1cccc(NC(=O)c2c(-c3ccccc3Cl)noc2C)c1	-2.5%	10.6
O=c1[nH]c(SCc2ccc(Cl)cc2)nc2ccsc12	-7.2%	8.4
COCCNC(=O)CSc1nc2cc(OC)c(OC)cc2c(=O)n1Cc1ccc(OC)cc1	1.5%	6.5
COc1ccc(N(C)S(=O)(=O)c2ccc3c(c2)CCC(=O)N3)cc1	0.9%	x
CCN(c1ccccc1)S(=O)(=O)c1ccc(Oc2ccc(-n3ccnc3)cc2)nc1	-1.1%	3.5
CN1CCN(C(=O)C23CC4CC(C2)CC(c2ccccc2)(C4)C3)CC1	-5.8%	x
O=C(CSc1nc(-c2ccc(F)cc2)cc(C(F)(F)F)n1)NCc1ccco1	1.4%	x
Cc1ccc(NC(=O)c2oc3ccc(S(=O)(=O)N4CCOCC4)cc3c2C)c(C)c1	4.5%	x
COc1ccccc1CNc1nc2nc(C)cc(=O)n2[nH]1	0.6%	x
CC1(C2CC2)NC(=O)N(CC(=O)Nc2ccccc2-c2ccccc2)C1=O (centres undefined)	10.7%	-7.8
CCCc1c(C)c(C#N)c2nc3ccccc3n2c1NCCCN1CCOCC1	11.7%	0.9
CC(C)n1c(O)c(C2c3cc(Cl)ccc3Oc3[nH]c(=O)n(C(C)C)c(=O)c32)c(=O)[nH]c1=O (centres undefined)	-0.6%	-6.4
COc1cccc(SCC2CSc3nc4ccccc4c(=O)n32)c1 (centres undefined)	5.0%	5.4
O=C(COC(=O)c1cccnc1)c1ccc(Cl)c(Cl)c1	0.6%	x
COc1ccc(NC(=O)CN2CCC(C(N)=O)CC2)cc1	0.4%	-6.1
O=C(Nc1cccc2ccccc12)/C(=C/c1cccc([N+](=O)[O-])c1)NC(=O)c1cccs1	-1.1%	10.2
O=C(Cc1cn2ccsc2n1)Nc1cccc2cnccc12	-0.3%	-13.8

Following part
Molecule	M. tuberculosis GlmU	RmlCD inh 1536
Cc1ccc(-c2nn(-c3ccccn3)c(=O)c3ccccc23)cc1C	2.4%	5.6
COc1ccc(OC)c(NC(=O)CSc2nc3ccccc3c(=O)n2CCNC(C)=O)c1	x	-6.2
COc1ccc(C(Nc2ccc(S(=O)(=O)NCC3CCCO3)cc2)C(=O)NC(C)(C)C)cc1OC (centres undefined)	-2.7%	-11.3
Cn1nc(-c2ccccc2)c(CSc2ccccc2Cl)c1Cl	-1.6%	x
CCCN(CC(=O)Nc1ccc(C(C)=O)cc1)CC(=O)Nc1ccccc1C	-0.7%	x
C/C(CC(=O)N(C(C)C)C(C)C)=N\NC(=O)COc1ccc(Cl)cc1Cl	-3.2%	12.0
CN1CCC2(CC1)Nc1nc(SCc3ccc(Cl)cc3)nn1C1=C2CN(C)CC1	1.6%	-3.0
CC(C)=NNc1nc2c(c(=O)n(C)c(=O)n2C)n1CCc1ccccc1	-4.6%	-6.5
O=C(CSc1nncs1)NCc1ccc2c(c1)OCO2	0.1%	x
COc1ccc(-c2csc(N(CC3CCCO3)C(=O)c3ccccc3)n2)cc1 (centres undefined)	-4.9%	2.1
CO/N=C/CC(=O)c1ccc(OC)cc1	0.0%	16.9
O=C(c1cnn2ccccc12)N1CCN(C2CCCCC2)CC1	3.7%	x
CC(=O)[C@@H]1[C@@H]2C(=O)N(Cc3ccccc3)C(=O)[C@@H]2C2c3ccccc3C=CN21 (some centres undefined)	3.6%	100.2
CCN(CC)c1cc(C)c2cc(NC(=O)CNC(C)=O)ccc2n1	1.0%	-1.3
C=C(C)CNC(=O)CCc1nnc(C2(c3ccc(Cl)cc3)CCC2)o1	-8.5%	-4.8
COc1cc([N+](=O)[O-])c(OC)cc1SCc1n[nH]c(=S)n1-c1ccc(C)cc1	1.4%	-9.4
CCCNC(=O)c1ccccc1NC(=O)CN(c1ccccc1)S(=O)(=O)N(C)C	-3.4%	x
O=C1C=C(NCc2ccncc2)CC(c2ccccc2)C1 (centres undefined)	3.8%	2.9
Cc1ccc(OCc2nnc(SCc3nc4ccccc4[nH]3)n2Cc2ccco2)cc1	-6.5%	x
CN(C)C(=O)CSc1nnc(Cc2ccccc2)n1Cc1ccco1	-4.6%	x
COc1ccc(OC)c(-n2cc3c(=O)n(C)c(=O)n(C)c3c2)c1	2.9%	x
COc1ccccc1NC(=O)CC(NCCN(C)C)C(=O)O (centres undefined)	0.7%	-11.0
COC(C[C@@H]1O[C@@H]1[C@@H](O)[C@@H](C)OCc1ccccc1)OC	2.1%	x
Cn1c(COc2cccc3cccnc23)nnc1SCC(=O)O	-6.7%	x
O=C(CC1SC(=Nc2ccc3c(c2)OCCO3)NC1=O)Nc1ccc(F)cc1F (centres undefined)	4.4%	28.2
COc1ccc(OC)c(CN2CCCC(CCC(=O)N(C)CCc3ccccn3)C2)c1 (centres undefined)	1.7%	2.6
COc1cccc(NC(=O)Cn2c(=O)oc3cc(S(=O)(=O)N4CCCC4)ccc32)c1	-0.7%	-11.0
O=C1c2ccccc2NC(c2ccncc2)N1c1ccccn1 (centres undefined)	-0.6%	-16.9
CCOC(=O)c1c(NC(=O)/C=C/C(=O)O)sc(C)c1-c1ccc(C(C)(C)C)cc1	5.6%	-5.5
CCOC(=O)c1sc(=S)n(-c2ccccc2Cl)c1SC	-0.5%	7.1
C/C(=N\Nc1ccc([N+](=O)[O-])cc1)c1ccc(O)cc1	-1.8%	9.4
CCOC(=O)c1cnc2ccc(C(=O)OC)cc2c1Nc1ccc(C(=O)O)cc1	-4.7%	-9.5
Cc1sc(NC(=O)CSc2nnc(-c3ccccc3)o2)c(C#N)c1C	3.6%	9.6
Cc1ccc2cc(CN(CC3CCCO3)C(=S)Nc3ccccc3)c(=O)[nH]c2c1 (centres undefined)	-2.1%	-6.7
Cc1ccc(-c2nc(C(=O)O)cs2)cc1	-3.4%	-10.4
Cc1[nH]n(-c2ccccc2)c(=O)c1-c1ccc(Cl)cc1	4.8%	0.1
CC(=O)c1ccc(OC(C)C)c(Cc2c(O)nc(N)[nH]c2=O)c1	2.6%	3.5
Cc1ccccc1CSc1nc2ccccc2c(=O)[nH]1	5.5%	-6.0
CCOC(=O)c1nnc(-c2cccs2)nc1Oc1ccccc1C(=O)OC	3.7%	x
COc1ccccc1/C=N/NC(=O)CC(=O)NC1CCCCC1	-2.9%	10.6
COc1ccc(-n2cc(-c3ccccc3)c3c(NN4CCOCC4)ncnc32)cc1	-5.8%	4.0
CCc1ccc(-c2csc(NC(=O)c3cccnc3)n2)cc1	4.0%	5.3
O=C(CSc1nnnn1-c1ccccc1)Nc1nc(-c2ccccc2)ns1	-4.5%	x
CC1=C(C(=O)NCc2ccccc2)C(c2cccs2)n2ncnc2N1 (centres undefined)	-1.3%	x
COc1cccc(C(c2c(N)n(C)c(=O)n(C)c2=O)C(C)[N+](=O)[O-])c1 (centres undefined)	2.3%	-10.6
CC(Sc1nnnn1C)C(=O)NC1CCCc2ccccc21 (centres undefined)	1.2%	x
COc1ccc(CC(=O)Nc2cc(C)ccc2O)cc1OC	-4.4%	x
Cc1ccc2nc(N3CCN(c4ccccc4F)CC3)c(C=O)c(=O)n2c1	1.6%	x
CCc1ccc(-c2cn3nc(C)c(C)nc3n2)cc1	0.3%	11.0
COc1ccccc1NC(=S)N1CCN(C/C=C/c2ccccc2)CC1	4.4%	10.6

2 entries drawn at random from those above, as already listed:
Molecule	M. tuberculosis GlmU	RmlCD inh 1536
CC(=O)c1ccc(OC(C)C)c(Cc2c(O)nc(N)[nH]c2=O)c1	2.6%	3.5
CCc1ccc(-c2cn3nc(C)c(C)nc3n2)cc1	0.3%	11.0

The list is partial. The share of hits here may be higher or lower than overall.
